Kir21 inh: blocks the mouse Kir2.1 inward-rectifier potassium channel | P35561 | HEK293-Kir2.1, FluxOR thallium flux fluorescence; stronger effect = lower value | B-score at 10 µM | 0.85% of 310,000 active;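 active means fluorescence ratio B-score at or below minus 3 SD of library scores, with starting-brightness B-score within 2 SD, cut at about -4.2 in these data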;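 further: channel flux triggered by added potassium and thallium sulfate stimulus; B-score of peak minus minimum fluorescence over baseline after thallium stimulus; more negative B-score means stronger Kir2.1 block with less thallium influx; some compounds called inactive have numbers as strong as hits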
Target sequence (P35561 whole entry, looked up): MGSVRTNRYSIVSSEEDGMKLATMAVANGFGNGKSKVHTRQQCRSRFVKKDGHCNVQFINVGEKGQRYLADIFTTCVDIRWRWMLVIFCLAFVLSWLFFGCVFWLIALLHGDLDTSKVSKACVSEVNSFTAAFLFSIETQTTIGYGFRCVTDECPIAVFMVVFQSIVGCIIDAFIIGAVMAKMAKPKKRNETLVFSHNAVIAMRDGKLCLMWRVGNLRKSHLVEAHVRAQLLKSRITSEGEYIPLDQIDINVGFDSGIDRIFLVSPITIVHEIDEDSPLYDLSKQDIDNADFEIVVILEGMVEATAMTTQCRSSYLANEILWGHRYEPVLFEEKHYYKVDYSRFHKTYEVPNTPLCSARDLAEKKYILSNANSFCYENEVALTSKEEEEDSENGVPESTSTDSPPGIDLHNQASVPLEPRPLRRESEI
STK33 inh: human STK33 kinase inhibition; 0.073% of 320,000 active; purified STK33, MBP phosphorylation, ADP-Glo luminescence; inhibition, % at 10 µM; Q9BYT3;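 active means inhibition at or above 25%, using the most active replicate where run in duplicate; inactive means inhibition below 25%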
Target sequence (Q9BYT3 whole entry, looked up): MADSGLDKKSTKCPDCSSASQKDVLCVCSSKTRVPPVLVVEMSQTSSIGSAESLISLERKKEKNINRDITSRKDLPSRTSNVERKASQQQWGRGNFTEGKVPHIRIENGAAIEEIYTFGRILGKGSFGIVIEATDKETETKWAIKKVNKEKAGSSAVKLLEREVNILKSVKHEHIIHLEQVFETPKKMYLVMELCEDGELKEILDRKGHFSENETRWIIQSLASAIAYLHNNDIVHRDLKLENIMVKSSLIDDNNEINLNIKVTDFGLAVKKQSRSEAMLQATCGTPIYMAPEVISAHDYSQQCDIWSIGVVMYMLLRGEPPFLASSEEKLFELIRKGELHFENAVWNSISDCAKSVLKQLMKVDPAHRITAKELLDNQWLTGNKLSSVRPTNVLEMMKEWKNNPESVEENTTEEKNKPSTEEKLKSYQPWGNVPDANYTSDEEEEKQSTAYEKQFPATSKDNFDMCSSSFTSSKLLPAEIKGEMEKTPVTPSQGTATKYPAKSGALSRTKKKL
Starred values were filed as active, the others as inactive; x = not tested or not shown.

The line under a structure holds: Kir21 inh, STK33 inh
1	O=C(COC(=O)c1ccncc1)Nc1ccccc1
    -0.93, 0.3
2	COc1ccc(C2CC(=O)C=C(NCC3CCCO3)C2)cc1 (stereo not given)
    -0.15, 0.7
3	COc1ccc(N2CCN(C(=O)CCS(=O)(=O)c3cccc4nsnc34)CC2)cc1
    -1.2, -0.4
4	CCc1nn(CC(=O)NCCc2ccc(S(N)(=O)=O)cc2)c(=O)c2cc3sccc3n12
    0.9, -1.8
5	COc1ccc(C2(O)C(=O)Nc3ccc(C)cc32)cc1OC (stereo not given)
    -3, -1.3
6	CCOc1ccc(N2C(=O)CSC2=S)cc1
    0.17, 2.4
7	CC(=O)C1=C(O)C(=O)N(CCCn2ccnc2)C1c1ccc(Br)cc1 (stereo not given)
    0.25, -0.1
8	COc1ccc2[nH]c3c(=O)n(CCCCC(=O)N4CCC(C(N)=O)CC4)c(=S)[nH]c3c2c1
    -0.73, 1.6
9	O=C(CCS(=O)(=O)c1ccc(Cl)cc1)Oc1ccc2c(c1)OCO2
    x, -0.4
10	Cc1c(O)cc2n(c1=O)-c1ccc(Cl)cc1C2(C)C
    -1.5, -0.9
11	Cc1[nH]n(-c2cccc3ccccc23)c(=O)c1/C=N/c1sc2c(c1C#N)CCC2
    0.58, 0.6
12	CCCc1cc(=O)[nH]c(SCC(=O)NC(=O)OCC)n1
    1.2, -0.6
13	CCOC(=O)Cn1nc(C)c(-c2ccccc2)c1N
    1.2, -0.6
14	Nc1cc(Cl)ccc1C(=O)OCC(=O)NC(=O)NCc1ccccc1
    -0.06, -1.3
15	CCCSc1nnc(-c2c[nH]c3ccccc23)n1CC
    3.8, -2.1
16	COc1ccc(-c2nnc(SCc3c(C)noc3C)o2)cc1
    0.98, 3.5
17	Cc1cccc(-n2nnnc2SCC(=O)Nc2cccc(S(N)(=O)=O)c2)c1
    1.2, 0.2
18	COc1cc2nc(N(CCN(C)C)C(=O)c3ccc(S(=O)(=O)N(C)CC4CCCO4)cc3)sc2cc1OC (stereo not given)
    -0.28, 1.3
19	O=C(NC(=S)Nc1cc(S(=O)(=O)N2CCOCC2)ccc1N1CCOCC1)C1CCCC1
    1.7, -1.8
20	C#CCN(C(=O)Nc1ccccc1)c1ccccc1
    -0.33, 0.7
21	CC1CCCCN1C(=O)Cn1c(=O)n(-c2ccc(F)cc2)c(=O)c2sccc21 (stereo not given)
    1.3, -0.9
22	CNC(=O)CCn1nc(-c2ccc(Cl)cc2)c2ccccc2c1=O
    -0.5, -1.6
23	c1ccc2c(c1)Nc1nccnc1S2
    x, 2.7
24	COc1ccc(N2CCN(C(=O)CSc3nc4cc(OC)c(OC)cc4cc3C#N)CC2)cc1
    -0.84, -0.4
25	C=CCOc1ccc(C2C(C(=O)c3ccco3)=C(O)C(=O)N2CCCN(CC)CC)cc1 (stereo not given)
    0.48, -0.4
26	O=C(c1cc2ccccc2oc1=O)N(Cc1ccccc1)Cc1ccc2c(c1)OCO2
    -0.45, -0.1
27	Cn1c(C(=O)NCC2CCCO2)cc2c(=O)n3ccccc3nc21 (stereo not given)
    1, 0.4
28	Cc1ccc(NC(=O)C2CC(=O)Nc3ncnn32)c(C)c1 (stereo not given)
    -0.31, -0.8
29	CCn1c(=O)cc(SCC(=O)Nc2ccc(Cl)cc2)c2ccccc21
    0.56, -1.4
30	COc1coc(C(O)CN)cc1=O (stereo not given)
    0.92, -1.8
31	O=c1c2ccccc2nc(SCCN2CCCCC2)n1CCc1ccccc1
    -0.69, 1.2
32	O=C(c1ccc([N+](=O)[O-])s1)N1CCN(c2cccc(Cl)c2)CC1
    0.7, -0.7
33	O=C1Nc2ccccc2C12OCC1(CO2)COC2(OC1)C(=O)Nc1ccccc12 (stereo not given)
    0.83, -0.1
34	CC(C)C(=O)NCCCc1ccccc1
    -0.31, 0.0
35	Cc1cccc(-n2cc(CNCCc3nc(C)cc(C)n3)c(-c3cccc(F)c3)n2)c1
    -1.7, -0.3
36	O=C(NC1CCCC1)C(c1ccncc1)N(CC1CCCO1)C(=O)Cn1nnc(-c2cccs2)n1 (stereo not given)
    1.4, 4.3
37	CC1=NN(c2ccc(Cl)c(C(=O)O)c2)C(=O)/C1=C\c1ccc(-c2ccc(C(=O)O)cc2)o1
    0.32, x
38	FCCCOc1ccc(-c2nccc(-c3ccccn3)n2)cc1
    0.04, 0.2
39	Cn1c(/N=C/c2c(O)ccc3ccccc23)nc2ccccc21
    0.48, -2.2
40	COc1cccc(/C=N/NC(=O)NC2CCCCC2)c1O
    0.71, 0.0
41	O=c1c(-c2ccccc2)c(O)nc(SCCN2CCOCC2)n1-c1ccccc1
    1.7, -1.5
42	Nc1nc(-c2ccccc2)c(N=Nc2ccc(Cl)cc2)s1
    -0.85, 0.2
43	COC(=O)CCCn1nc(NC(=O)c2ccco2)cc1C
    0.68, -0.9
44	COc1ccc(-n2nc3c(c2NC(=O)c2ccc(S(=O)(=O)N4CCOCC4)cc2)CS(=O)(=O)C3)cc1
    -0.83, -1.1
45	Cc1[nH]c2ccccc2c1Cc1nnc(SCCC#N)o1
    -0.17, -0.9
46	CC(C)(C)C(=O)OCCn1c(=O)c2cc3c(=O)n(CCOC(=O)C(C)(C)C)c(=O)c3cc2c1=O
    -1.4, -0.1
47	O=S(=O)(NCCc1ccccc1)c1ccc(F)cc1
    0.61, x
48	CCOc1ccc(C(=O)NC(C(=O)NCCc2ccc(S(N)(=O)=O)cc2)C(C)C)cc1 (stereo not given)
    -0.84, 3.9
49	Cc1ccc(C)c(S(=O)(=O)N2CCCCC2CCNC(=O)C(=O)NCc2ccncc2)c1 (stereo not given)
    -0.96, 2.8
50	CC(=O)N1CCN(C(=O)COC(=O)COc2c(C)cc(C)cc2C)CC1
    x, -0.5
51	O=C(NCCn1c(-c2ccncc2)nc2ccccc21)[C@H]1CCCN1c1nc(CN2CCCCC2)cs1
    -0.26, -0.3
52	CCOC(=O)c1csc(N)c1-c1ccc([N+](=O)[O-])cc1
    -0.69, -0.2
53	COCCNC(=S)NC1CC2CCCC(C1)N2Cc1ccco1 (stereo not given)
    -0.31, -0.4
54	O=C(Cc1cn2ccsc2n1)NCc1ccccc1
    0.01, -1.4
55	CC(CNC(=O)c1ccc(C#N)cc1)NC(=O)c1ccc(C#N)cc1 (stereo not given)
    -0.06, -0.4
56	Cc1ccc(-c2nn(Cc3ccccc3)cc2/C=C/C(=O)O)cc1
    0.06, 9.8
57	CCCCC1CCC(C(=O)N(C)CC(=O)Nc2cccc(OC)c2)CC1 (stereo not given)
    x, 0.6
58	CCN(CC)CCOc1c(Br)ccc2c1sc1nc3n(c(=O)c12)CCC3
    -0.73, -0.1
59	c1csc(Cc2nc(-c3ccc(-n4cccc4)cc3)no2)c1
    1.3, x
60	O=C(c1cccc([N+](=O)[O-])c1)c1ccc2c(c1)C(=O)NC2=O
    0.59, 0.2

Remaining list, next part.
The line under a structure holds: Kir21 inh, STK33 inh
61	COc1ccc(C(NC(=O)C2CCCCC2)c2c(O)ccc3ccccc23)cc1 (stereo not given)
    1.2, -1.2
62	O=c1oc2ccc3ccccc3c2cc1-c1nc2ccccc2o1
    -0.34, -1.2
63	O=S(=O)(c1ccc(F)cc1)c1nc(-c2ccco2)oc1Nc1ccccc1
    -1.5, -0.8
64	CCN(c1ccccc1)S(=O)(=O)c1ccc(C(=O)N(CCCN(C)C)c2nc3c(C)cccc3s2)cc1
    -2, -0.7
65	CN1CCN(NC(=O)C2CC2)CC1
    -0.37, -0.5
66	Fc1ccc(CSc2ncnc3ccccc23)cc1
    -0.45, 0.7
67	CC(=O)Nc1ccc(OCC(O)Cn2cnc3ccccc32)cc1 (stereo not given)
    -0.47, -0.6
68	O=C1NC2c3ccccc3C(=O)N2c2c1cnn2-c1ccccc1 (stereo not given)
    0.34, 28*
69	COC(=O)C1C/C(=N\NS(=O)(=O)c2ccc(C)cc2)c2sccc2C1 (stereo not given)
    0.62, -0.3
70	COCC(=O)Nc1nnc(SCC(=O)N2C(C)CCCC2C)s1 (stereo not given)
    1.3, -0.9
71	Cc1ccccc1Nc1c([N+](=O)[O-])cncc1[N+](=O)[O-]
    -1.1, -0.8
72	O=C(Cc1c(F)cccc1Cl)N1CCN(S(=O)(=O)c2cccs2)CC1
    x, -2.1
73	CC(Oc1ccc2c3c(c(=O)oc2c1)CCCC3)C(=O)NCc1cccnc1 (stereo not given)
    -0.76, -1.0
74	CCc1cccc(CC)c1NC(=O)COC(=O)c1cccc(S(=O)(=O)N2CCc3ccccc3C2)c1
    -2.6, -0.9
75	COc1ccc(-c2csc(NC(=O)CSc3nnc(Nc4ccccc4C)s3)n2)cc1
    -1.4, -0.5
76	CCCSc1ccc([C@H]2N[C@@](C)(C(=O)OC)[C@H]3C(=O)N(C)C(=O)[C@@H]23)cc1OC
    0.78, -0.7
77	N#Cc1c(-c2ccc3c(c2)OCO3)csc1N
    -1.9, 0.8
78	Cc1ccc(O)c(NC(=O)C2=CC(c3ccco3)=NS(=O)(=O)N2C)c1
    1.1, -4.7
79	O=C1NC(=S)S/C1=C\c1coc2ccc(O)cc2c1=O
    2.1, -0.9
80	CCOc1ccc(S(=O)(=O)N2CCN(C(=O)c3cccnc3)CC2)cc1
    -0.73, -0.1
81	CC(C)(C)OC(=O)NC(CCCCNC=O)C(=O)O (stereo not given)
    0.93, -0.7
82	C=CCn1c(O)c2ccc(C(=O)N=NC(=O)c3ccc(F)cc3)cc2c1O
    -0.55, -0.3
83	O=C(CCC1CCCN(C(=O)c2ccc3cc[nH]c3c2)C1)N1CCN(c2ccccn2)CC1 (stereo not given)
    -2.4, -1.4
84	Cc1nc(SCC(=O)N2CCOCC2)c2c(C)c(C)sc2n1
    1, -0.6
85	Cc1ccc2c(c1)cc(CN(C(=O)N1CCOCC1)C1CCCC1)c1nnnn12
    -0.23, 0.5
86	COc1ccc(NC(=O)CSc2nc(=O)n(CCN3CCOCC3)c3c2CCC3)c(OC)c1
    0.05, -0.8
87	COC(=O)c1ccc2c(=O)n(CCN3CCOCC3)c(=S)[nH]c2c1
    -0.06, 0.2
88	O=C(NCc1cccnc1)C(=O)NCC(c1ccco1)N1CCN(c2ccccc2F)CC1 (stereo not given)
    0.95, -0.5
89	O=C(Oc1cccc2cccnc12)c1ccc2c(c1)OCCO2
    -2, -1.4
90	Cc1onc(-c2c(F)cccc2Cl)c1C(=O)N1CCc2ccccc21
    -0.02, -1.6
91	CCOc1ccccc1C(=O)N/N=C/c1c[nH]c2ccccc12
    0.4, 0.3
92	COC(=O)c1cc(=O)[nH]c(SCc2cccc(C)c2)n1
    -0.02, -0.4
93	Cc1ccc(S(=O)(=O)N(C)CC(=O)OCC(=O)NC(=O)NC(C)C)cc1
    -1.1, -0.4
94	Cc1cccc(NC(=O)c2cc(S(=O)(=O)N(C)c3ccc(F)cc3)ccc2Cl)n1
    -0.53, -2.5
95	CCC1CCCCN1CCNC(=O)c1[nH]c(C)c(C(C)=O)c1C (stereo not given)
    0.18, -0.4
96	OCC[C@@H]1C[C@H](O)[C@@H](O)[C@]2(CCCO2)O1
    0.15, 4.4
97	CCOc1ccc(S(=O)(=O)Nc2ccc(F)cc2)c(C)c1C
    0.16, -1.0
98	O=c1ccc2ccc(O[C@@H]3O[C@H](CO[C@@H]4OC[C@](O)(CO)[C@H]4O)[C@@H](O)[C@H](O)[C@H]3O)cc2o1
    x, -0.4
99	O=C(CNc1cccc2ccccc12)N/N=C/c1ccc(OC(=O)/C=C/c2ccco2)cc1
    -0.89, x
100	COc1cc(NS(=O)(=O)c2ccc(NC(=O)CCC(=O)O)cc2)nc(OC)n1
    1.4, -0.3

Full records, looked up by structure. Order of values: Kir21 inh, STK33 inh
`CCOc1ccccc1C(=O)N/N=C/c1c[nH]c2ccccc12` is entered as 0.4, 0.3
`O=c1ccc2ccc(O[C@@H]3O[C@H](CO[C@@H]4OC[C@](O)(CO)[C@H]4O)[C@@H](O)[C@H](O)[C@H]3O)cc2o1` is entered as x, -0.4
`CC(C)(C)OC(=O)NC(CCCCNC=O)C(=O)O` (stereo not given) is entered as 0.93, -0.7

4 of these compounds, set out differently:
85: Cc1ccc2c(c1)cc(CN(C(=O)N1CCOCC1)C1CCCC1)c1nnnn12
- Kir21 inh: -0.23
- STK33 inh: 0.5
99: O=C(CNc1cccc2ccccc12)N/N=C/c1ccc(OC(=O)/C=C/c2ccco2)cc1
- Kir21 inh: -0.89
- STK33 inh: x
98: O=c1ccc2ccc(O[C@@H]3O[C@H](CO[C@@H]4OC[C@](O)(CO)[C@H]4O)[C@@H](O)[C@H](O)[C@H]3O)cc2o1
- Kir21 inh: x
- STK33 inh: -0.4
100: COc1cc(NS(=O)(=O)c2ccc(NC(=O)CCC(=O)O)cc2)nc(OC)n1
- Kir21 inh: 1.4
- STK33 inh: -0.3

More entries
The line under a structure holds: Kir21 inh, STK33 inh
101	O=[N+]([O-])c1ccc(S(=O)(=O)c2cccc(C(F)(F)F)c2)nc1
    0.01, 5.3
102	CCOC(=O)Cc1csc(NC(=O)Nc2ccccc2)n1
    2.4, 1.3
103	CC[N+](C)(CC)CCC[n+]1c(-c2ccccc2)c2cc(N)ccc2c2ccc(N)cc21
    x, 5.3
104	CCC(=O)N1CCc2cc(S(=O)(=O)NCCN3CCC(C)CC3)ccc21
    -0.23, -1.8
105	COc1cc2cc(CCCOC(=O)c3ccco3)oc(=O)c2cc1OC
    x, -0.7
106	CCOc1ccc2c(c1)c(=O)c(S(=O)(=O)c1ccc(C)cc1)cn2CC
    0.87, 2.6
107	CCn1c(SCC(=O)NCC2CCCO2)nc2cc(S(=O)(=O)N3CCCCC3)ccc21 (stereo not given)
    0.42, -2.3
108	Cc1ccccc1OCC(=O)Nc1cc(Cl)ccc1Oc1ccccc1
    -2, 1.2
109	Cc1oc(S(=O)(=O)N(C)C)cc1C(=O)Nc1ccc(Cl)cc1
    0.69, -0.4
110	O=C(NCC(c1cccs1)N1CCOCC1)c1cc(Cl)ccc1[N+](=O)[O-] (stereo not given)
    1.6, -1.2
111	COc1ccc(C(=O)NNC(=O)c2ccc(F)c(S(=O)(=O)N3CCOCC3)c2)cc1
    x, -1.0
112	CC1=CCC(C(=O)O)C(C(=O)NC2CCCCC2)C1 (stereo not given)
    -0.95, 0.6
